# Source: PubChem
# SW480 rerep: inducers of DNA re-replication in SW480 colon cancer cells; AID 624297; Potency, µM (doses to about 46.1 µM), without a hit: top-dose re-replication activation, most hits filed as activators; SW480 DNA re-replication, Hoechst DNA content imaging, 48 h; hit rate 1.8% among 340,000; note: potency is the fitted concentration of half-maximal effect; % of control where 0% means no effect; nearly all actives have a fitted effect of over 55% in size
#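 Compounds, transferred as 23 nL by pin tool, were incubated with cells for 48 hr; DNA content per nucleus was then quantified by Hoechst staining and fluorescence plate imaging.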
# HT1080 IDH1KD tx: toxicity to HT-1080 IDH1 knockdown cells (counter line); HT-1080 IDH1 knockdown viability, ATP luminescence, 48 h; Potency, µM (doses to about 46.1 µM), without a hit: at the top dose activity, negative = toxicity, usual class: cytotoxic; hit rate 2% among 360,000; AID 686971;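 note: potency is the fitted concentration of half-maximal effect; 0% = DMSO wells and -100% = cell-free medium wells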
#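 Using the IDH1-knockdown HT-1080 line run in the same batch and compound series as the NT line, viability after 48 h at 37 °C was determined by CellTiter-Glo luminescence and expressed as % activity.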
# KB-3-1 cytotox: KB-3-1 parental cell cytotoxicity. KB-3-1 viability, CellTiter-Glo ATP luminescence, 72 h. Potency, µM (highest dose often 46.1 µM), for the others: at the top dose activity change, negative = cytotoxic, most hits filed as cytotoxic. hit rate 1.4% among 400,000. AID 1347075; note: potency is the fitted concentration of half-maximal effect; % is set by controls: 0 for no effect and ±100 for the full control effect; nearly all actives have a fitted effect of over 60% in size
#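 Luminescent ATP read-out (CellTiter-Glo) measures survival of drug-naive KB-3-1 cells after 72 h compound exposure at 37 °C. Titration series was screened from lowest to highest concentration, with DMSO vehicle plates as background controls.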
# GLP1R ag: agonists of human GLP-1 receptor | P43220 | HEK293 GLP-1R CRE-luciferase, luminescence, 4-6 h; cells express a hypersensitive GLP-1R form | Potency, µM (titrated, usually from 45.6 µM), without a hit: at the top dose activation, actives largely listed as activators | hit rate 0.007% among 380,000 | AID 624172; note: potency is the fitted concentration of half-maximal effect; % of control where 0% means no effect
# DRD3 agonist: agonists of human D3 dopamine receptor; max activation, %; hit rate 0.58% among 410,000; P35462; D3R DiscoveRx beta-arrestin cells, luminescence, 90 min; in the data active = max activation above about 30%; note: 0% is about no effect; mostly tested at two doses, the higher about 12 µM
# Target sequence (P35462 whole entry, looked up): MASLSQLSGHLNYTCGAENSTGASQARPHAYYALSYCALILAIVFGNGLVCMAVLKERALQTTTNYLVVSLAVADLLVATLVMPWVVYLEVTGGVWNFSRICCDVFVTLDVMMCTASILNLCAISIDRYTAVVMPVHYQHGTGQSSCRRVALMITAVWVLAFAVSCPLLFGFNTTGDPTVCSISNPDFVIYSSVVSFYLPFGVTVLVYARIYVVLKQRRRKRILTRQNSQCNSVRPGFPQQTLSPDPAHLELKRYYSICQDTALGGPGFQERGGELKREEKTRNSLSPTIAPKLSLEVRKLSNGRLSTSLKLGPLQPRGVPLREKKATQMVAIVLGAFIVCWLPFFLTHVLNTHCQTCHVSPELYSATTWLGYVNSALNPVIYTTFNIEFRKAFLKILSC
#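 Cells at 1500/well, incubated overnight, then treated with pinned compounds (dopamine as control) for 90 min at 37 degrees C. DiscoveRx reagent added for 30 - 60 minutes at room temperature; luminescence read.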
# KB-V1 MDR tox: kills drug-selected multidrug resistant KB-V1 cells; Potency, µM (series often up to 46.1 µM), for the others: at the highest dose activity change, negative = cytotoxicity, actives largely listed as cytotoxic; hit rate 3.4% among 400,000; KB-V1 MDR cells viability, CellTiter-Glo, 72 h; AID 1347076; note: potency is the fitted concentration of half-maximal effect; % is set by controls: 0 for no effect and ±100 for the full control effect; nearly all actives have a fitted effect of over 60% in size
#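 KB-V1 cells (P-gp-expressing MDR subline of KB-3-1) in phenol-red-free DMEM with 10% FBS were exposed to library compounds over a concentration series for 72 h at 37 degrees C. Viability read by CellTiter-Glo luminescence; concentration-effect curves fitted after normalization.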
# IL-1B inflam inh: blocks inflammasome-driven IL-1 beta release | THP-1 LPS/ATP IL-1B secretion, AlphaLISA, 16 h; active compounds read low | activity change, % at 57.5 µM | hit rate 4.7% among 360,000; in the data active = activity change below about -50%; inconclusive = mostly about -30% to -49%; note: % is set by controls: 0 for no effect and ±100 for the full control effect
#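 Secreted IL-1B measured by AlphaLISA bead assay after 16 h compound exposure of THP-1 cells; compounds (final up to 57.5 uM) added 1 h before LPS (250 ng/mL) and ATP (1.25 mM) stimulation; lower signal means less secretion.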
# D3 antag: D3 dopamine receptor (human) antagonism | max response, negative = inhibition, % | P35462 | hit rate 2.5% among 360,000 | AID 652054 | D3R cells, DiscoveRx beta-arrestin luminescence, antagonist mode; active compounds read low; in the data active = max response below about -50%; inconclusive = no clear call, values can overlap the other calls; note: % is set by controls: 0 for no effect and ±100 for the full control effect; mostly tested at two doses, the higher about 12 µM
#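 Cells expressing the human receptor were seeded at 1500 cells/well, incubated overnight at 37 degrees C in 5% CO2, then exposed to library compounds with dopamine controls for 90 minutes at 37 degrees C before luminescent detection.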
# HT1080-NT tox: kills 2HG-producing HT-1080-NT fibrosarcoma cells | HT-1080-NT fibrosarcoma viability, CellTiter-Glo ATP luminescence, 48 h | Potency, µM (highest dose often 46.1 µM), for inactives: at the highest dose activity, negative = less viability, most hits filed as cytotoxic | hit rate 1.6% among 360,000 | AID 686970;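 note: NT is the 2HG producing partner of a matched IDH1 knockdown line; potency is the fitted concentration of half-maximal effect; 0% = DMSO-treated cells and -100% = media-only wells without cells; nearly all actives have a fitted effect of over 55% in size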
#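 A 48-hour cytotoxicity screen used HT-1080-NT cells plated 2 hours before compound delivery. ATP-based CellTiter-Glo luminescence measured viability, normalized to DMSO and no-cell controls.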
# The depositor's hits bear a star; ? = inconclusive; · = not tested or not shown; [ ] = remark or other dose. Unless noted, calls come from the whole dose curve; as a rule, active = well fitted curve in the direction sought with a large enough effect; inconclusive = small, poorly fitted or top-dose-only effect, or another doubt; inactive = no such curve, though single readings can be large; an effect the other way counts as inactive or inconclusive.
cpd	smiles	SW480 rerep	HT1080 IDH1KD tx	KB-3-1 cytotox	GLP1R ag	DRD3 agonist	KB-V1 MDR tox	IL-1B inflam inh	D3 antag	HT1080-NT tox
1	OCC(O)/C=N/Nc1nc(N2CCCCC2)nc(N2CCCCC2)n1 (stereo not drawn)	-1%	-9%	8%	-7%	-7	5%	-4	-4	-4%
2	COc1cc(C2/C(=C(\O)c3ccc4c(c3)CC(C)O4)C(=O)C(=O)N2CC2CCCO2)cc(OC)c1OC (stereo not drawn)	0%	-2%	·	-3%	-1	·	4	-21	0%
3	COc1ccc(NC(=O)c2c(NC(=O)CNCC(C)C)sc3c2CCC3)c(OC)c1	?	?	?	6%	-12	-4%	0	5	-10%
4	COc1ccc([C@H]2[C@H](C(=O)C(C)(C)C)N3N=Cc4ccccc4C3C23C(=O)OC(C)(C)OC3=O)cc1 (stereo partly drawn)	-1%	21%	5%	1%	12	-20%	15	9	10%
5	COC(=O)Cn1ccc(N(C)C)c(C#N)c1=O	6.5µM*	2%	5%	-1%	6	15%	12	9	15%
6	O=C(NC1CCCC1)c1ccc2c(c1)N(Cc1ccc(C(F)(F)F)cc1)C(=O)c1ccccc1S2	·	·	8%	0%	-4	?	·	·	·
7	CC[C@@]12C(=O)N(c3cccc(Br)c3)C(=O)N1[C@H](c1ccc(Cl)cc1)[C@@H]1C(=O)N(C3CCCCC3)C(=O)[C@@H]12	-2%[9.22 µM]	-1%	?	-3%	1	-7%	?	38	-18%
8	COCCN1C[C@@H](CO)O[C@@H](n2cnc3c(NCC(C)C)ncnc32)C1	·	?	0%	-4%	-7	8%	25	3	8%
9	COc1ccc(N2CCN(C(=O)CCc3ccccc3OC)CC2)cc1	-2%	17%	7%	10%	-3	-22%	-10	1	4%
10	O=C(Nc1cc(Cl)cc(Cl)c1)c1cccnc1	3%	-2%	20%	10%	-2	-3%	-5	15	4%
11	CCOC(=O)c1sc2ncnc(OC)c2c1C	-3%[9.22 µM]	12%	0%	-2%	-8	-9%	1	-12	22%
12	CCOC(=O)c1sc(SC)nc1N	-5%	22%	8%	15%	3	?	-20	-11	?
13	CCCCn1c(CN2CCN(C)CC2)nc2ccccc21	-2%	2%	5%	-1%	-3	3%	-25	-12	-1%
14	C[C@@]12CCC=C[C@H]1[C@H](c1ccc3ccccc3c1/C=C/c1ccccc1)N(Cc1ccccc1)C2=O	?	-1%	-5%	0%	-23	-13%	38	?	-2%
15	Cc1nc2[nH]c(=S)[nH]c(=O)c2nc1C	-2%	-4%	0%	-13%	0	15%	13	-16	-5%
16	CCc1ccc(NC(=O)CNC(=O)c2nn(-c3ccc(OC)cc3)c(=O)c3ccccc23)cc1	0%	-1%	-8%	2%	3	?	12	8	0%

# A draw from above in order of heavy-atom count, rising:
cpd	smiles	SW480 rerep	HT1080 IDH1KD tx	KB-3-1 cytotox	GLP1R ag	DRD3 agonist	KB-V1 MDR tox	IL-1B inflam inh	D3 antag	HT1080-NT tox
12	CCOC(=O)c1sc(SC)nc1N	-5%	22%	8%	15%	3	?	-20	-11	?
15	Cc1nc2[nH]c(=S)[nH]c(=O)c2nc1C	-2%	-4%	0%	-13%	0	15%	13	-16	-5%
10	O=C(Nc1cc(Cl)cc(Cl)c1)c1cccnc1	3%	-2%	20%	10%	-2	-3%	-5	15	4%
13	CCCCn1c(CN2CCN(C)CC2)nc2ccccc21	-2%	2%	5%	-1%	-3	3%	-25	-12	-1%
9	COc1ccc(N2CCN(C(=O)CCc3ccccc3OC)CC2)cc1	-2%	17%	7%	10%	-3	-22%	-10	1	4%
16	CCc1ccc(NC(=O)CNC(=O)c2nn(-c3ccc(OC)cc3)c(=O)c3ccccc23)cc1	0%	-1%	-8%	2%	3	?	12	8	0%
6	O=C(NC1CCCC1)c1ccc2c(c1)N(Cc1ccc(C(F)(F)F)cc1)C(=O)c1ccccc1S2	·	·	8%	0%	-4	?	·	·	·
4	COc1ccc([C@H]2[C@H](C(=O)C(C)(C)C)N3N=Cc4ccccc4C3C23C(=O)OC(C)(C)OC3=O)cc1 (stereo partly drawn)	-1%	21%	5%	1%	12	-20%	15	9	10%
7	CC[C@@]12C(=O)N(c3cccc(Br)c3)C(=O)N1[C@H](c1ccc(Cl)cc1)[C@@H]1C(=O)N(C3CCCCC3)C(=O)[C@@H]12	-2%[9.22 µM]	-1%	?	-3%	1	-7%	?	38	-18%

# Next part:
cpd	smiles	SW480 rerep	HT1080 IDH1KD tx	KB-3-1 cytotox	GLP1R ag	DRD3 agonist	KB-V1 MDR tox	IL-1B inflam inh	D3 antag	HT1080-NT tox
17	COc1cc(C)c(Cl)cc1S(=O)(=O)N1CCSC1	0%[9.22 µM]	0%	13%	9%	10	-18%	12	0	-1%
18	CCCOc1ccc(Oc2ccc(S(=O)(=O)N3CCN(C)CC3)cn2)cc1	-10%	-15%	-19%	4%	-12	?	-7	-14	-1%
19	CCCNC(=S)N1CCN(CC)CC1	-4%	11%	0%	3%	-5	?	9	-1	8%
20	COc1ccccc1-n1c(C)c(C(=O)O)c2cc(OC)c3ccccc3c21	-6%	11%	2%	9%	7	23%	36	19	5%
21	O=C(CN1C(=O)/C(=C/c2ccccc2)SC1=S)Nc1ncc(Cc2ccccc2)s1	-11%	4%	19%	-1%	4	12%	-17	-23	5%
22	Cn1nccc1C(=O)N1CCC(Cc2ccccc2)CC1	-2%	-2%	0%	7%	4	1%	-3	0	6%

# Rows were taken by chance, and some 12% of all compounds hit somewhere here.
